Assay outcomes (PubChem)
S3 lipid droplet – qHTS Assay for Lipid Storage Modulators in Drosophila S3 Cells; 320,000 tested, 0.64% active; lipid storage change, negative = inhibition, % at the top dose, mostly 46.1 µM; hits show Potency in µM; AID 2685; Drosophila S3 cells, BODIPY lipid droplet fluorescence, 18-24 h; cells fed with added oleic acid; active = well fitted inhibition curve with a large enough effect in the signal ratio, with a control signal flat, not every such curve was filed as active; inconclusive = small, poorly fitted or top-dose-only effect, or effect the other way, or a change in a side signal; the % refers to the signal ratio
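Drosophila S3 cells loaded with oleic acid (400 uM, as added) and compounds at several concentrations; lipid droplets imaged by 488-nm laser-scanning cytometry, 500–530 nm intensity and object ratio to cell channel. Percent activity normalized to 20 uM Triacsin C.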
S3 lipid droplet cell count max – also measured in S3 lipid droplet; calls as there; cell number change, %; measured here: cell count max response;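 cells counted by Cell Tracker Red CMTPX staining in the red channel; peak over a dose series mostly up to 46.1 µM; percent activity relative to internal control wells on each plate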
* = called active by the depositor; i = inactive; ? = inconclusive; . = not tested or not shown; & = joins results of further samples. % is scaled to controls: 0 for no effect and ±100 for the full control effect; potency is read from the fitted curve at half-maximal effect. Only part of the results is shown. The share of hits here may be higher or lower than overall.

Molecule | S3 lipid droplet | S3 lipid droplet cell count max
CC1CN(C(=O)CCC(=O)N2CCC3(CC2)OCCO3)c2cc(Cl)ccc2O1 (stereo unspecified) | -3% | 12
CC(C)OC(=O)Nc1ccc(N=C(N)N[N+](=O)[O-])cc1 | 4% | -2
C#CCN1CCN(c2ccc(F)cc2)CC1 | ? | .
CNCCc1ccccc1 | -6% | -6
CCOC(=O)c1ccc(N2C(=O)CC(N3CCC(C#N)(c4ccccc4)CC3)C2=O)cc1 (stereo unspecified) | ? | .
COc1ccc(NC(=O)N2CCC3(CC2)OCCO3)c(OC)c1 | ? | .
CCN(CC)CCOC(=O)c1cc2cc(COC)ccc2o1 | 6% | 0
Nc1ccc(S(=O)(=O)N2CC3CC(C2)c2cccc(=O)n2C3)cc1 (stereo unspecified) | ? | .
CNC(=O)Oc1ccc(-c2cn3cc(Cl)ccc3n2)cc1 | 22% | .
Cc1ccc(Cl)cc1-n1c(O)c(C=NCCCN2CCOCC2)c(=O)[nH]c1=O | ? | .
C=CCN=C(SCC(=O)c1ccc(Cl)cc1)c1c(O)n(C)c(=O)n(C)c1=O | 1% | 15
COc1cc(/C=N/n2cnnc2)ccc1OC(=O)N(C)C | i | .
CCCCCn1c(=O)c(C(=O)NCc2ccccn2)c(O)c2ccccc21 | ? | .
COCCNC(=O)Cn1cc(/C=C2\C(=O)NC(=O)N(c3ccccc3F)C2=O)c2ccccc21 | ? | .
O=c1[nH]c(=O)n(Cc2ccc(F)cc2)c(O)c1C=NCC1CCCO1 (stereo unspecified) | 17% | 4
Nc1ccc2c(c1)Cc1ccccc1-2 | ? | .
Cc1c(CCN)ccc2c1[nH]c1ccccc12 | ? | .
O=c1[nH]c2ccccc2c(=O)n1-c1cccc(Cl)c1 | -13% | 1
Cc1ccccc1-n1c(O)c(/C=N/N2CCOCC2)c(=O)[nH]c1=S | ? | .
Cc1ccc(N2C(=O)NC(=O)/C(=C\c3ccsc3)C2=O)cc1C | 8% | 0
FC(F)(F)c1cccc(N2CCNCC2)c1 | 4% | 8
O=C(Cc1ccccc1)N1CCN(CC2CC3C=CC2C3)CC1 (stereo unspecified) | ? | .
CN1/C(=C\C=C\C2=[N+](C)c3ccc4ccccc4c3C2(C)C)C(C)(C)c2ccccc21 | ? | .
Cc1c(C)c2ccc(OCC(=O)N3C[C@H]4C[C@@H](C3)c3cccc(=O)n3C4)cc2oc1=O | -12% | .
Cc1c(OC(=O)N(C)C)ccc2c1O/C(=C\c1ccco1)C2=O | 16% | .
CCCCCCC(N)CC(=O)O (stereo unspecified) | ? | .
CN(C)c1ccc(-[n+]2c(-c3ccccc3)cc(-c3ccccc3)cc2-c2ccccc2)cc1 | ? | .
CN(C)C(=O)C(CCN1CCC(O)(c2ccc(Cl)cc2)CC1)(c1ccccc1)c1ccccc1 | ? | .
Nc1ccccc1-[n+]1c(-c2ccccc2)cc(-c2ccccc2)cc1-c1ccccc1 | ? | .
C=C(C)CSc1nnc([C@@H](N)Cc2c[nH]c3ccccc23)o1 | 18% | 0
CCC12CN3CC(CC)(CN(C1)C3c1cccnc1)C2=O (stereo unspecified) | 0% | 9
Cc1cc(/C=C2/C(=O)NC(=O)N(C)C2=O)c(C)n1-c1ccccc1 | ? | .
Cc1cccc(OP(=O)(Nc2ccc(F)cc2)Oc2cccc(C)c2)c1 | -1% | 2
O=C(C(=O)N1CCC2(CC1)OCCO2)c1c[nH]c2ccccc12 | ? | .
CC(=NCC1CCCO1)c1c(O)n(C2CCCCC2)c(=O)[nH]c1=O (stereo unspecified) | ? | .
c1ccc(CN2CCNCC2)nc1 | i | .
CCOC(=O)CCP(=O)(O)C(C)(O)c1ccccc1 (stereo unspecified) | ? | .
CCCCn1c(=O)c(C(=O)NCc2ccccc2)c(O)c2ccccc21 | ? | .
Cc1cc(OCC(=O)N[C@@H](Cc2ccccc2)C(=O)O)c2c3c(c(=O)oc2c1)CCC3 | ? | .
COC(=O)C1=C(c2ccc(F)cc2OCc2ccccc2)C[C@@H]2CC[C@H]1N2C(=O)NCCCc1ccccc1 | ? | .

Six neighbouring records out of the list so far, for reference:
Molecule | S3 lipid droplet | S3 lipid droplet cell count max
CC(=NCC1CCCO1)c1c(O)n(C2CCCCC2)c(=O)[nH]c1=O (stereo unspecified) | ? | .
c1ccc(CN2CCNCC2)nc1 | i | .
CCOC(=O)CCP(=O)(O)C(C)(O)c1ccccc1 (stereo unspecified) | ? | .
CCCCn1c(=O)c(C(=O)NCc2ccccc2)c(O)c2ccccc21 | ? | .
Cc1cc(OCC(=O)N[C@@H](Cc2ccccc2)C(=O)O)c2c3c(c(=O)oc2c1)CCC3 | ? | .
COC(=O)C1=C(c2ccc(F)cc2OCc2ccccc2)C[C@@H]2CC[C@H]1N2C(=O)NCCCc1ccccc1 | ? | .

The list goes on.
Molecule | S3 lipid droplet | S3 lipid droplet cell count max
CC(C)OP(=O)(c1ccc(N(C)C)cc1)C(Nc1ccccc1)c1cccnc1 (stereo unspecified) | ? | .
COc1ccc(C(CNC(=O)Cc2ccc(Cl)c(Cl)c2)N2CCCCC2)cc1 (stereo unspecified) | ? | .
COC1CC(OC2CCC3(C)C(CCC4C3CCC3(C)C(C5=CC(=O)OC5)C(OC(C)=O)CC43O)C2)OC(C)C1OC1OC(COC2OC(CO)C(O)C(O)C2O)C(O)C(O)C1O (stereo unspecified) | -2% | -1
Cc1ccccc1N1C(=O)NC(=O)/C(=C\c2cc(Br)c(N3CCOCC3)o2)C1=O | ? | .
CCCCOCCCn1c(N)c(C(=O)OC(C)COC)c2nc3ccccc3nc21 (stereo unspecified) | -11% | -2
CCCCCn1c(=O)c(C(=O)Nc2ccccc2N)c(O)c2ccccc21 | -19% | -3
COC(=O)C1=C(c2ccc(-c3ccccc3)c(F)c2)C[C@@H]2CC[C@H]1N2C(=O)NCCOc1ccccc1 | i | -7
CCN(CC)N=O | ? | .
Cc1cccc(-n2c(-c3ccco3)nc3ccccc3c2=O)n1 | ? | .
CC(C)N1CCN(Cc2ccc3c(c2)OCCO3)CC1CCO (stereo unspecified) | ? | .
Cc1cccc(CCNCc2cc3cc(C)cc(C)c3[nH]c2=O)c1 | -15% | -9
CC(C)C12CN3CCN(CC(C3)/C1=N\O)C2 | 6.5µM* | -1.8*
CN1CCC(N(C)c2nc(-c3ccc([N+](=O)[O-])cc3)nc3ccccc23)CC1 | ? | .
CN1[C@H]2CC[C@@H]1C(C(=O)N1CCOCC1)=C(O)C2 | ? | .
c1cncc(CNC2CCCCC2)c1 | ? | .
C#CCOCOCC#CCN(CC)CC | ? | .
CCN(CC)c1ccc(N=Cc2c(O)n(-c3ccccc3)c(=O)[nH]c2=O)cc1 | ? | .
CC(OC(=O)c1cn(C)c2ccccc12)C(=O)N(C)c1ccccc1 (stereo unspecified) | ? | .
Oc1ccc(/C=N/NP(=S)(c2ccccc2)c2ccccc2)cc1 | i | -1
COC(=O)C1=C(c2ccc(Cl)c(C(F)(F)F)c2)C[C@@H]2CC[C@H]1N2C(=O)NC1CCCCC1 | -27% | -26
O=C(COc1ccccc1F)N1CCN(CCN2C(=O)c3cccc4cccc(c34)C2=O)CC1 | ? | .
COc1ccc2c(c1)c(C(=O)C(C)N1CCCCC1)c(C)n2C (stereo unspecified) | ? | .
CN(Cc1c[nH]c2ccccc12)C1CCCCC1 | 0% | 14
O=[N+]([O-])c1cc(Cl)c(O)c(-[n+]2c(-c3ccccc3)cc(-c3ccccc3)cc2-c2ccccc2)c1 | ? | .
CC12CCC3C(CCC4C/C(=N/O)CCC43C)C1CCC2O (stereo unspecified) | ? | .
CCC(=NCCCn1ccnc1)c1c(O)n(Cc2ccccc2)c(=O)[nH]c1=O | ? | .
CCOc1ccccc1C1SCC(=O)Nc2c1c(=O)[nH]n2C(CC)CC (stereo unspecified) | ? | .
Cc1cc(C=C2C(=O)N(C)C(=S)N(C)C2=O)c(C)n1-c1cccnc1 | 7% | 29
CC(=O)[C@H]1CC[C@H]2[C@@H]3CCC4=CC(=O)CC[C@]4(C)[C@H]3CC[C@]12C | ? | 4&10
Cc1c(C=O)c2ccccc2n1Cc1ccccc1 | ? | .
CCC(=Nc1ccc2c(c1)CCC2)c1c(O)n(C2CCCCC2)c(=O)[nH]c1=O | ? | .
COc1ccc2c(c1)CC1(CN2C)C(=O)NC(=O)N(CCc2ccccc2)C1=O (stereo unspecified) | ? | .
Cc1oc(-c2ccccc2F)nc1CS(=O)CC(=O)N1CCC2(CC1)OCCO2 (stereo unspecified) | 2% | -6
O=C(Nc1nc(-c2ccccc2)c(-c2ccccc2)s1)c1ccc(S(=O)(=O)N(CCCl)CCCl)cc1 | 16% | 0
CC(/C=C(\C)Nc1ccccc1)=Nc1ccccc1 | ? | .
CC(C)(C)NC(=S)N1CCn2cccc2C1c1cccnc1 (stereo unspecified) | 0% | 15
Cc1ccc2c(c1)N(CCC(=O)N1CCC3(CC1)OCCO3)C(=O)CO2 | 6% | .
O=C1CN(O)C(c2ccccc2Cl)=c2cc(Br)ccc2=N1 | ? | .
CCC(C)N1Cc2ccccc2C1=N (stereo unspecified) | ? | .
COC(=O)C1=C(c2cccc(OCc3ccccc3)c2)C[C@@H]2CC[C@H]1N2C(=O)NCc1ccc(OC)c(OC)c1 | -31% | -23
O=C1NC(=O)N(c2cccc(Br)c2)C(=O)/C1=C/c1ccsc1 | ? | .
C=Cc1ccc(Cn2c(C(=O)O)c(C=O)c3ccccc32)cc1 | 11% | 13
CCCCNC(=O)NC(C(N)=O)P(=O)(OCC)OCC (stereo unspecified) | -6% | 9
CCn1cc(CN2CCCC(C(=O)c3sccc3C)C2)cn1 (stereo unspecified) | ? | .
Cn1c(=O)oc2cc(S(=O)(=O)N3CCN(c4ccccc4)CC3)ccc21 | ? | .
CN1C2CCC1CC(=NO)C2 | ? | .
CCCCC(=O)N/N=C/c1c(O)n(C2CC2)c(=S)[nH]c1=O | -11% | 1
CCOP(=S)(OCC)SCC(=O)NC(C)(CC)C(=O)O (stereo unspecified) | 3% | 21
COc1ccc(CN2CC=C(c3ccc(F)cc3)CC2)cc1Br | ? | .
CSc1ccc(C(=O)C2CCCN(Cc3cccnc3)C2)cc1 (stereo unspecified) | -3% | 2

Next section:
Molecule | S3 lipid droplet | S3 lipid droplet cell count max
CCCC(=O)Nc1cc(C(=O)N2CCC3(CC2)OCCO3)ccc1S(=O)(=O)c1ccc(C)cc1 | ? | .
CCOP(=O)(/C=C(\Cl)c1ccccc1)C(O)c1ccc(F)cc1 (stereo unspecified) | 18% | 7
CCN(CC)c1ccc(CN(C)CCc2ccc(OC)c(OC)c2)cc1 | ? | .
Oc1ccc(/C=N/NP(=S)(c2ccccc2)c2ccccc2)c(O)c1O | ? | .
Cc1ccc(N2C(=O)NC(=O)/C(=C\c3cc(C)n(-c4ccc(C(=O)O)cc4)c3C)C2=O)cc1 | -8% | -4
CCOC(=O)c1ccc(N=C(CC)c2c(O)n(C)c(=O)n(C)c2=O)cc1 | i | .
CCCCn1c(O)c(C(C)=NCCCN(C)C)c(=O)[nH]c1=O | ? | .
Brc1ccc(C2N3CCCN23)cc1 (stereo unspecified) | ? | .
O=c1c2ccccc2nc(-c2ccco2)n1-c1ccccc1 | 2% | -2
N=C1c2ccccc2CN1CC(=O)c1ccccc1 | 15% | -11
CCOP(=O)(OCC)C(NC(=O)C(Cl)Cl)C(Cl)(Cl)Cl (stereo unspecified) | ? | .
O=C(C1CC(c2ccc(F)cc2)=NO1)N1CCC2(CC1)OCCO2 (stereo unspecified) | ? | .
Fc1cccc(F)c1CN1CCN(Cc2c(F)cccc2F)CC1 | ? | .
COc1ccccc1N1CCN(Cc2c(F)cccc2Cl)CC1 | ? | .
CCOc1ccc2nc(N=Nc3c(O)[nH]c(=S)[nH]c3=O)sc2c1 | ? | .
Cc1cc(Cl)nc(N)n1 | 2% | 12
O=[N+]([O-])c1ccc(N2CCCCCC2)c2ncccc12 | -20% | .
CCc1nn(CC(=O)N2CCC3(CC2)OCCO3)c(=O)c2cc3ccccc3n12 | 15% | .
COC(=O)C1=C(c2cccc3c2S(=O)(=O)c2ccccc2-3)C[C@@H]2CC[C@H]1N2C(=O)N1CCOCC1 | ? | .
C=CCn1c(O)c(C=NCCCOc2ccc(CC)cc2)c(=O)[nH]c1=S | ? | .

Entries of single compounds from above.
`CCOc1ccc2nc(N=Nc3c(O)[nH]c(=S)[nH]c3=O)sc2c1` across the screens: S3 lipid droplet = ?; S3 lipid droplet cell count max = .
`C=CCn1c(O)c(C=NCCCOc2ccc(CC)cc2)c(=O)[nH]c1=S` across the screens: S3 lipid droplet = ?; S3 lipid droplet cell count max = .
`CCc1nn(CC(=O)N2CCC3(CC2)OCCO3)c(=O)c2cc3ccccc3n12` across the screens: S3 lipid droplet = 15%; S3 lipid droplet cell count max = .

Going on with the list:
Molecule | S3 lipid droplet | S3 lipid droplet cell count max
Cc1ccc(C2CN(C)CC2C(=O)c2ccc(F)cc2)cc1 (stereo unspecified) | 1% | 4
O=C(c1cccc([N+](=O)[O-])c1)C12CN3CN(CN(C3)C1)C2 | ? | .
CN1C(=O)/C(=C\c2ccc(N3CCCCCC3)cc2)C(=O)NC1=S | -14% | 9
O=C(Nc1ccccc1OC(=O)N1CCCCC1)N1CCCCC1 | 3% | 4
Cc1ccc(N2C(=O)NC(=O)C(CCc3ccccn3)(Cc3ccc(F)cc3)C2=O)cc1 (stereo unspecified) | -3% | .
